Source: PubChem
aGal spleen mod = alpha-galactosidase A (human) modulation | P06280 | human spleen homogenate, 4MU-alpha-Gal fluorescence, 40 min | Potency, µM (titrated, usually from 80 µM), without a hit: at the highest dose activity change, negative = inhibition, most hits filed as inhibitors | 240,000 compounds, 0.008% hits | AID 2107;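 note: 0% = enzyme with vehicle and -100% = no enzyme basal signal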
Target sequence (P06280 32-429 limits assumed): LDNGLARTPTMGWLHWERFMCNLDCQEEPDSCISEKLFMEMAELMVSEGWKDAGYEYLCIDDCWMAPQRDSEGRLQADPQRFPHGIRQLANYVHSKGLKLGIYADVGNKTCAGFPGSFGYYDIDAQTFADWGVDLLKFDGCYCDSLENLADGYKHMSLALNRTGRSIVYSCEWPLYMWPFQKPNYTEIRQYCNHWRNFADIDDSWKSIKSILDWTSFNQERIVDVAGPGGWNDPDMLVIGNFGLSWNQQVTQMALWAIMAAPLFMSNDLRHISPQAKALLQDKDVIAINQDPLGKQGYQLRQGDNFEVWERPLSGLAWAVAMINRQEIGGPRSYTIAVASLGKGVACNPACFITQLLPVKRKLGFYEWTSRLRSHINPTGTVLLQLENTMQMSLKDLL
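Human spleen homogenate (1 ug) as enzyme source, 4-methylumbelliferyl-alpha-D-galactopyranoside 1 mM final, citrate/phosphate pH 5.0 with 0.01% Tween-20. Compounds 40 min at 37C, NaOH/glycine stop; fluorescence Ex 365/Em 440, Hill-fit AC50.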
Epigenetic derep = derepresses silenced GFP reporter in murine cells; murine LDR cells, GFP reporter derepression, 30 h; Potency, µM (doses to about 53.9 µM), for inactives: at the highest dose GFP activation, most hits filed as activators; 280,000 compounds, 0.2% hits; AID 1865; note: % of control where 0% means no effect; nearly all actives have a fitted effect of over 60% in size
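Murine LDR cells carrying a silenced, genomically integrated CMV-driven GFP reporter were exposed to compound for 30 hours at 37 C. After PBS washes, GFP-positive cells (20–120 um objects) were counted by laser-scanning microplate cytometry.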
NPSR antag = neuropeptide S receptor (human) antagonism, cAMP; Q6W5P4; CHO-NPSR cells, cAMP TR-FRET, antagonist mode; Potency, µM (highest dose often 38.3 µM), for the others: top-dose activity change, negative = inhibition, actives largely listed as inhibitors; 220,000 compounds, 1% hits; note: % is set by controls: 0 for no effect and ±100 for the full control effect; nearly all actives have a fitted effect of over 50% in size; many of its hits are not listed in these tables
Tau fluor counter = counter-screen for tau fibril formation inhibitors | tau K18 P301L (four-repeat tau fragment) Alexa594 fluorescence, heparin fibrillization | Potency, µM (titrated, usually from 57.7 µM), without a hit: at the top dose activity change, negative = decrease | 280,000 compounds, 0.93% hits | AID 1463; note: % is set by controls: 0 for no effect and ±100 for the full control effect; nearly all actives have a fitted effect of over 55% in size
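Human K18 P301L tau (15 uM unlabeled plus 0.24 uM Alexa 594-labeled, final) in 100 mM sodium acetate pH 7 was mixed with compound and 20 uM heparin and incubated 6 hr at 37 C.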
ALDH1A1 inh = inhibitors of human aldehyde dehydrogenase 1A1; Purified ALDH1A1, NADH fluorescence, propionaldehyde substrate; Potency, µM (series often up to 75.3 µM), inactives show top-dose activity, negative = inhibition, most hits filed as inhibitors; 220,000 compounds, 7.3% hits; active = well fitted inhibition curve with a large enough effect, not every such curve was filed as active; inconclusive = small, poorly fitted or top-dose-only effect, or another doubt; inactive = no such curve, though single readings can be large or run the other way;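 note: plate controls were no enzyme wells and a reference inhibitor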
Target sequence (P00352 whole entry, looked up): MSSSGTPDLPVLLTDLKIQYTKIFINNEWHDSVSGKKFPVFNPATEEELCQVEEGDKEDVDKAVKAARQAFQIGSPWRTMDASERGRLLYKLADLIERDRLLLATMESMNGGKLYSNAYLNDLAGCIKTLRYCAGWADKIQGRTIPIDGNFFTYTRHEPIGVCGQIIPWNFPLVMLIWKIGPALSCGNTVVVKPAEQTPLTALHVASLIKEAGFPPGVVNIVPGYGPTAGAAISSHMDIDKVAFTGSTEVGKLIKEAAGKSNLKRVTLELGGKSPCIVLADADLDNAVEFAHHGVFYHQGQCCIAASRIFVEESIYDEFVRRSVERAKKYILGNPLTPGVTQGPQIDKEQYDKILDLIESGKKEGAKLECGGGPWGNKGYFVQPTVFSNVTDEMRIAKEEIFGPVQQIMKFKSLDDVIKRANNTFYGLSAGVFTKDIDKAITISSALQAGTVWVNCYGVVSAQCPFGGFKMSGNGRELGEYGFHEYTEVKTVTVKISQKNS
GAA inh = alpha-glucosidase (human) inhibition; purified human GAA, 4-MU-alpha-glucoside fluorescence; 200,000 compounds, 0.005% hits; Potency, µM (titrated, usually from 76.9 µM), inactives show at the top dose activity change, negative = inhibition, usual class: inhibitors; AID 1466; P10253;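 note: plate controls were uninhibited enzyme wells for no effect and no-enzyme background for full effect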
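Enzyme (4 nM final) mixed with compound (up to 77 uM), then 4-MU-alpha-D-pyranoside (400 uM final) added; 20 min at room temperature, pH 5.0. Reaction stopped at pH 10, fluorescence read, AC50 derived by Hill fit.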
GAA spleen mod = inhibits or activates alpha-glucosidase in human spleen homogenate; human spleen homogenate, 4-MU-alpha-glucoside fluorescence; 240,000 compounds, 0.006% hits; Potency, µM (titrated, usually from 79.9 µM), without a hit: at the highest dose activity change, negative = inhibition, actives largely listed as inhibitors; P10253;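 note: 0% = enzyme with vehicle and -100% = no enzyme basal signal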
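Human spleen homogenate (1 ug) incubated with compounds and 1 mM 4-methylumbelliferyl-alpha-D-glucopyranoside in pH 5.0 citrate/phosphate buffer, 37 C, 40 min. Stopped at pH 10; 4-MU fluorescence (Ex 365/Em 440 nm); AC50 by Hill fit.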
GAA glycogen = inhibitors or activators of human alpha-glucosidase glycogen cleavage | recombinant GAA, glycogen substrate, Amplex Red glucose oxidase fluorescence | P10253 | AID 2100 | Potency, µM (top dose mostly 76.4 µM), inactives show at the highest dose activity change, negative = inhibition, actives largely listed as inhibitors | 300,000 compounds, 0.38% hits;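 note: 0% = full enzyme reaction and -100% = no-enzyme basal signal; the screen sought inhibitors and activators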
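Recombinant human enzyme (4 nM); glycogen substrate; 37 C, 40 min, pH 5.0. Readout: coupled glucose oxidase/Amplex Red fluorescence.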
Active calls of the source: *; ? = inconclusive; · = no result given; [ ] = dose if it differs, or a comment. Unless noted, calls come from the whole dose curve; as a rule, active = well fitted curve in the direction sought with a large enough effect; inconclusive = small, poorly fitted or top-dose-only effect, or another doubt; inactive = no such curve, though single readings can be large; an effect the other way counts as inactive or inconclusive. Potency is the fitted concentration of half-maximal effect.

SMILES	aGal spleen mod	Epigenetic derep	NPSR antag	Tau fluor counter	ALDH1A1 inh	GAA inh	GAA spleen mod	GAA glycogen
O=C(NC1CCS(=O)(=O)C1)c1ccc(-c2ccc(Br)cc2)o1 (stereo unspecified)	4%	-2.9%	5%[46.1 µM]	-2%	?	?	-2%	13%
Cc1nc2ccc(S(=O)(=O)NC(C(=O)N3CCC(C)CC3)C(C)C)cc2s1 (stereo unspecified)	-3%	0.8%	-3%[46.1 µM]	-3%	6%	-9%[15.4 µM]	-3%	9%
O=C(Nc1cccc(C(F)(F)F)c1)C1CCCCC1	-5%	0.7%	2%[46.1 µM]	-9%	2%	1%	-3%	-8%
CCCCn1c(=O)[nH]c(=O)c2c1nc(COc1ccc(C#N)cc1)n2CCC	0%	-0.8%	-16%[46.1 µM]	-1%	-2%	1%	1%	5%
CCN(CC)CCN1CCn2c3c(c4cc(C)ccc42)CCCC31 (stereo unspecified)	-8%	-1.0%	0%	-29%	?	-2%	-8%	-6%
CC(=O)OC1CC(OC(C)=O)[C@]2(C)C(CC(=O)[C@]3(C)C2CC[C@@]2(C)C(c4ccoc4)OC(=O)C4O[C@@]423)C1(C)C (stereo partly specified)	-27%	-0.3%	·	-21%	1%	·	-1%	·
O=C(C(=C1NCCN1)n1cncn1)c1ccccc1	7%	-0.9%	7%	12%	-3%	-1%	9%	1%
N/C(=N\OC(=O)c1cnn(-c2ccccc2)c1C(F)(F)F)c1ccc(C(F)(F)F)cc1	8%	1.1%	-11%	-26%	-5%	-4%	-10%	3%
COc1ccccc1NCC(=O)N/N=C(\C)c1cccs1	2%	-0.9%	10%	-16%	-7%	0%	5%	16%
NC(=O)Cn1c(=O)n(CCC(=O)NCCSCc2ccccc2)c(=O)c2ccccc21	-8%	5.9%	4%	7%	0%	-4%	5%	2%
COCCn1c(=NC(=O)/C=C/c2cccs2)sc2cc(NC(C)=O)ccc21	-4%	2.0%	-9%	-27%	19%	4%	-20%	10%
COc1cc(OC)cc(C(=O)NC2CCN(Cc3nnnn3Cc3cccs3)CC2)c1	0%	-0.2%	-20%[46.1 µM]	-13%	13µM*	6%	-9%	-19%
CC1=CN2CC(O)CN=C2C=C1 (stereo unspecified)	0%	-0.3%	-2%[46.1 µM]	-12%	?	5%	-2%	-1%
CCOCCn1c(SCc2c(F)cccc2Cl)nc2c1c(=O)[nH]c(=O)n2C	-7%	1.0%	-10%[46.1 µM]	5%	-10%	-6%	-5%	-3%
CCOc1cc(N2CCOCC2)c(OCC)cc1NC(=O)CN1C(=O)C2CC=CCC2C1=O (stereo unspecified)	3%	0.0%	16%	-7%	7%	-2%	2%	11%
Cc1cc([N+](=O)[O-])cc2c1NC(=O)C2(O)N1CCCCCC1 (stereo unspecified)	-7%	0.0%	5%	1%	22µM*	-13%	-6%	9%
CCCNCc1cc(OCC)c(OCC(N)=O)cc1Br	6%	0.0%	6%[46.1 µM]	5%	11%	-3%	-6%	-11%
CCn1c(CNC(=O)c2ccc3c(c2)OCO3)nnc1SCC(=O)Nc1cc(C)ccc1OC	5%	-1.6%	-33%[46.1 µM]	-8%	-14%	-1%	0%	2%
Cc1ccc(C(=O)OCCN(C)Cc2ccccc2)cc1	9%	-0.1%	4%	-10%	5%	3%	3%	-1%
C#CCSc1nnc(-c2ccc(C)cc2)o1	5%	3.5%	-6%[46.1 µM]	-1%	3%	2%	-1%	3%
CCCCN1C(=O)C2(NNc3ccccc3O2)c2ccccc21 (stereo unspecified)	-6%	?	-7%[46.1 µM]	11µM*[quencher]	0.28µM*	-2%	-10%	?
CCCCCCn1cc(C(=O)OCC)c(=O)c2cc(F)c(F)cc21	9%	-1.2%	-40%	-11%	·	·	1%	-4%
COc1cccc(C(=O)NC2=NCCS2)c1	-3%	1.4%	0%[46.1 µM]	0%	6%	1%	-9%	0%
O=C(CSc1ccccn1)Nc1ccc(NC(=O)CSc2ccccn2)cc1	3%	-1.0%	-27%	1%	-7%	7%	-7%	-7%
CCCN(CC(=O)Nc1ccc(Cl)cc1Cl)C(=O)/C=C/c1cc(OC)ccc1OC	-4%	0.1%	-1%[46.1 µM]	-17%	?	?	-6%	3%
Other compounds follow:
SMILES	aGal spleen mod	Epigenetic derep	NPSR antag	Tau fluor counter	ALDH1A1 inh	GAA inh	GAA spleen mod	GAA glycogen
O=C(O)c1cccc(Cn2c(Cl)c(/C=N/NC(=O)c3ccccc3)sc2=O)c1	-2%	-0.9%	-11%[46.1 µM]	0%	0%	4%	-11%	0%
COc1ccccc1N1CCN(C(=O)CN(C)S(=O)(=O)c2ccc3c(c2)c(=O)n(C)c(=O)n3C)CC1	-8%	-0.1%	-8%	-8%	-2%	-5%	-6%	-14%
Cc1ccc(C2C(C(=O)c3sc(C)nc3C)=C(O)C(=O)N2CCCN(C)C)o1 (stereo unspecified)	3%	-1.7%	7%[7.67 µM]	-3%	0%	3%	-3%	-4%
COc1ccc2nc(SCC(=O)N(C)C3CCCCC3)c(C#N)cc2c1	3%	-1.1%	-30%[46.1 µM]	?	25µM*	8%	-4%	-22%
O=C(c1ccc(-n2cccc2)cc1)N1CCN(Cc2ccccc2)CC1	5%	1.8%	-16%[46.1 µM]	3%	-10%	2%	-4%	9%
O=C(O/N=C(/c1ccccc1)c1ccncc1)c1ccccc1[N+](=O)[O-]	3%	2.1%	-15%	-27%	?	6%	3%	-4%
C=CCN1C(=O)C2C(C(=O)NC)C3(C)C=CC2(O3)C1C(=O)NCc1ccc(OC)cc1 (stereo unspecified)	-2%	-1.0%	-12%[46.1 µM]	-4%	4%	-2%	-4%	-2%
Cc1ccc(CC(=O)Nc2ccc([N+](=O)[O-])cc2C)cc1	-10%	-1.1%	-13%	5%	-11%	5%	-6%	2%
O=c1c2c3c(sc2nc2n1CCCCC2)C(O)CCC3 (stereo unspecified)	2%	0.0%	13%	4%	0%	4%	1%	14%
Cc1cc(C)cc(NC(=S)/N=C(\N)Nc2nc(C)c3ccccc3n2)c1	-1%	-1.0%	5%	-20%	-5%	4%	-2%	-26%
Cc1ccc(-c2noc(CSc3nnnn3C3CCCCC3)n2)cc1	1%	-0.1%	-16%[46.1 µM]	-24%	14µM*	-11%	0%	-12%
O=C(NCc1ccc(F)cc1)C(c1ccncc1)N(C(=O)c1csnn1)C1CC1 (stereo unspecified)	-5%	1.1%	-8%[46.1 µM]	-2%	7%	0%	-6%	-1%
CNCC(=O)Nc1ccc(Cl)c(C(F)(F)F)c1	-13%	-2.2%	10%	-7%	3%	-4%	·	8%
Fc1cccc(F)c1/C=N/NC(=S)Nc1cccnc1	-1%	?	-52%	-10%	-2%	-4%	1%	-13%
COc1ccc(C(CC(=O)Nc2ccc(Cl)cc2F)NC(=O)C(F)(F)F)cc1 (stereo unspecified)	-4%	-0.9%	-9%[46.1 µM]	3%	11%	2%	-9%	5%
Cc1ccc(N=Cc2nc(-c3ccco3)oc2O)cc1	-7%	0.0%	-25%[46.1 µM]	?	?	-5%	-3%	-4%
Cn1c(SCC(=O)c2c(N)n(C)c(=O)n(C)c2=O)nnc1-c1ccc(F)cc1	5%	0.0%	18%	2%	13%	4%	5%	2%
Cc1cc(Cl)ccc1NC(=S)N1CCC(C(N)=O)(N2CCCCC2)CC1	6%	1.5%	15%	-1%	5%	5%	5%	-1%
Cc1c(NC(=O)C2CCCN2C(=O)c2cccs2)c(=O)n(-c2ccccc2)n1C (stereo unspecified)	1%	0.0%	1%[46.1 µM]	0%	3%	-2%	9%	-6%
CCOCCCNc1nc2ccccc2[nH]1	-11%	2.2%	7%[46.1 µM]	-5%	1%	-2%	-3%	6%
CC1(C)CC(=O)C2=C(C1)NC1=C(C(=O)c3ccccc31)C2c1cc([N+](=O)[O-])ccc1O (stereo unspecified)	0%	0.1%	-25%	16µM*[quencher]	·	·	-4%	-24%
Cc1ccc(C(=O)NC2CC(C)(C)NC(C)(C)C2)c(C)c1	3%	-1.6%	-4%[46.1 µM]	6%	3%	1%	10%	-6%
CC(=O)c1sc2nsc(SCCN3CCOCC3)c2c1N	4%	4.0%	17%	-14%	·	·	10%	-8%
CCOC(=O)/C(C#N)=C1/C=CN(c2ccc(C)cc2)C=N1	-5%	0.3%	-5%[46.1 µM]	-9%	?	-8%	-22%	-12%
Cc1nc(N(C)C)c2sc(=S)n(C)c2n1	8%	1.0%	10%[46.1 µM]	2%	-20%	-4%[15.4 µM]	1%	-5%
O=C(NC1CCCc2ccccc21)C1CCN(S(=O)(=O)c2cccc(C(F)(F)F)c2)CC1 (stereo unspecified)	2%	-1.0%	-21%	-25%	8%	-8%	0%	-1%
CCN(CC)C(=O)CN(c1ccc(C)cc1)S(=O)(=O)c1ccc(SC)cc1	8%	1.1%	-20%[46.1 µM]	2%	14µM*	-1%	-2%	2%
CN(C)S(=O)(=O)c1ccc2c(c1)nc(CCC(=O)Nc1ccc3c(c1)OCO3)n2C	8%	1.1%	-1%	-1%	5µM*	1%	-6%	-3%
COCCCNc1ccc([N+](=O)[O-])cc1C(=O)Nc1cccc(C)n1	3%	-3.8%	-30%	-15%	?	-2%	5%	6%
O=C(CSc1ncn[nH]1)c1ccc2c(c1)OCO2	0%	0.0%	4%[46.1 µM]	8%	-3%	0%	-1%	5%

5 records drawn at random from the list so far, as already listed:
SMILES	aGal spleen mod	Epigenetic derep	NPSR antag	Tau fluor counter	ALDH1A1 inh	GAA inh	GAA spleen mod	GAA glycogen
COc1ccc(C(CC(=O)Nc2ccc(Cl)cc2F)NC(=O)C(F)(F)F)cc1 (stereo unspecified)	-4%	-0.9%	-9%[46.1 µM]	3%	11%	2%	-9%	5%
CCOC(=O)/C(C#N)=C1/C=CN(c2ccc(C)cc2)C=N1	-5%	0.3%	-5%[46.1 µM]	-9%	?	-8%	-22%	-12%
O=c1c2c3c(sc2nc2n1CCCCC2)C(O)CCC3 (stereo unspecified)	2%	0.0%	13%	4%	0%	4%	1%	14%
CC1(C)CC(=O)C2=C(C1)NC1=C(C(=O)c3ccccc31)C2c1cc([N+](=O)[O-])ccc1O (stereo unspecified)	0%	0.1%	-25%	16µM*[quencher]	·	·	-4%	-24%
CNCC(=O)Nc1ccc(Cl)c(C(F)(F)F)c1	-13%	-2.2%	10%	-7%	3%	-4%	·	8%

Only part of the results is shown; the hit share may differ from the screen's.
